Bioassay records (PubChem)
PTPN22 inh 2 – LYP (human) phosphatase inhibition | Q9Y2R2 | recombinant LYP catalytic domain, DiFMUP fluorescence | inhibition, % at 2 µM | 96,000 tested, 0.21% active | AID 640;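 active means inhibition at 2 µM at or above a set limit, the screen mean plus 3 SD, cut at about 24% in these data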;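 further: 0% = DMSO with enzyme and 100% = enzyme fully blocked by orthovanadate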
F-actin modifier – alters cytoskeleton assembly in HUVEC cells | 91,000 tested, 0.18% active | HUVEC TNFa F-actin phalloidin imaging, high content | inhibition, % at 2 µM;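 active means inhibition above the batch mean plus 3 SD and confirmed as a hit by visual image inspection, cut at about 30% in these data, passing the limit was not always enough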; further: strong numbers were not always called active
EphB4 antag – antagonists of human EphB4-ephrin-B2 interaction. 97,000 tested, 0.15% active. AID 720. inhibition, % at 7 µM. EphB4 LBD / TNYL-RAW-Alexa532 peptide, fluorescence polarization. P54760;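 active means inhibition above the screen-wide mean inhibition plus 3 SD, cut at about 15% in these data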;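 further: 0% = DMSO wells and 100% = excess unlabeled TNYL-RAW peptide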
Rev-RRE block – disrupts HIV-1 Rev binding to RRE RNA; 97,000 tested, 0.79% active; inhibition, % at 8 µM; AID 704; Rev peptide-RRE RNA binding, FRET; P05866;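 active means inhibition above the screen-wide mean plus 3 SD, cut at about 35% in these data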;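 further: 0% = median DMSO wells and 100% = median Neomycin B control wells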
Target sequence (P05866 whole entry, looked up): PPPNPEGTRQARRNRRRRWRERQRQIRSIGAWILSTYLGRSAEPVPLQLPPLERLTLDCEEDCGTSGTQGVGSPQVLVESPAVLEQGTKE
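Test system: Cy5-tagged RRE RNA duplex with fluorescein-tagged Rev peptide | Read-out: % inhibition of FRET ratio versus controls | Probe or stimulus: Labelled Rev peptide | Incubation: 5 min RNA-compound premix plus 15 min binding step, 25 °C | Technique: FRET fluorescence readout | Benchmarks: DMSO low control, neomycin B high control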
FAK inh – blocks human focal adhesion kinase activity; biochemical FAK kinase activity assay; 97,000 tested, 0.84% active; inhibition, %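 (tested at 7 µM)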; in the data active means inhibition above about 19%;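 further: 0% = DMSO and 100% = reference compound high control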
PLK1 inh – blocks human PLK1 kinase activity. inhibition, % at 10 µM. 97,000 tested, 0.53% active. recombinant PLK1 kinase, TR-FRET peptide phosphorylation. P53350. AID 619;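 active means inhibition of 50% or more in the single-concentration screen; inactive means inhibition below 50%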;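 further: 0% = DMSO max control and 100% = H-89 dihydrochloride min control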
Target sequence (P53350 whole entry, looked up): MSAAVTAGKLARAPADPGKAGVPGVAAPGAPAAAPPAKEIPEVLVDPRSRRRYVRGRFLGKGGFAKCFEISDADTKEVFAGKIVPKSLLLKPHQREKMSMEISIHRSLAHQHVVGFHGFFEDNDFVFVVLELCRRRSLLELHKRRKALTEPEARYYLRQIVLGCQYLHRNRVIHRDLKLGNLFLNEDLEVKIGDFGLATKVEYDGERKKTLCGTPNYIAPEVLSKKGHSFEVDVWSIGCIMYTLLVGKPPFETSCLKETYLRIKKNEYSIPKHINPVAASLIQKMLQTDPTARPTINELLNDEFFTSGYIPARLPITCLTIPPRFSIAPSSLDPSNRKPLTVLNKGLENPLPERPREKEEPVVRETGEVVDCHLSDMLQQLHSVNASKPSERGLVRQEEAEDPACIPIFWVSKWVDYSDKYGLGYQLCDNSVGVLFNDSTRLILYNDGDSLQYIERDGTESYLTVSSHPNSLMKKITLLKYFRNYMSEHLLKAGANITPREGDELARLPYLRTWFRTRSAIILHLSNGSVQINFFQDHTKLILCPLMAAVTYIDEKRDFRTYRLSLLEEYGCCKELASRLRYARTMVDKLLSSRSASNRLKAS
PTPN22 act – activators of human LYP (PTPN22) phosphatase | Q9Y2R2 | recombinant LYP, DiFMUP fluorescence; 0 = plate median, 100 = signal doubled | activation, % at 2 µM | 96,000 tested, 0.11% active | AID 697;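 active means activation at 2 µM above a set limit, the mean plus 5 SD, cut at about 37% in these data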
PTK2B oligo ant – antagonists of human Pyk2 oligomerization; Q14289; Q293 cells, Pyk2 FERM NanoBiT luminescence; hits give low values; z-score (the deposit names both 25 µM and 10 µM); 99,000 tested, 0.83% active;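 active means Z-score of -3 or lower, scaled per plate to the spread of control and sample wells; inactive means z-score above -3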;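 further: negative z-score means lost luminescence so less FERM oligomerization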
Plk1 PBD FP – Plk1 (human) PBD binding inhibition; 97,000 tested, 0.13% active; AID 693; inhibition, %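 (tested at about 20 µM)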; Plk1 PBD phosphopeptide binding, fluorescence polarization; P53350; in the data active means inhibition above about 34%, passing the limit was not always enough
* marks the source's active call; other numbers are inactive results; . = no result given; [ ] = dose if it differs, or a comment.

SMILES | PTPN22 inh 2 | F-actin modifier | EphB4 antag | Rev-RRE block | FAK inh | PLK1 inh | PTPN22 act | PTK2B oligo ant | Plk1 PBD FP
Cc1ccc(NC(=O)C(Cc2ccccc2)N2C(=O)C3C4CCC(C4)C3C2=O)cc1Cl (stereo not given) | -2 | -14 | 0 | 18 | 3 | -3 | 1 | -0.7 | -5
Brc1ccc2ncnc(NCc3ccccc3)c2c1 | 4 | -8 | 7 | 8 | 7 | -7 | -1 | -0.63 | -10
CCn1c(CSc2nnc(-c3cccnc3)n2-c2ccccc2C)nc2cc(C(=O)O)ccc21 | 4 | -9 | 30*[fluorescence artefact?] | -16 | -3 | 38 | 0 | . | -11
Cc1c(NC(=O)c2cc(-c3cccs3)on2)c(=O)n(-c2ccccc2)n1C | -6 | 14 | 0 | 2 | -3 | -7 | 3 | -0.22 | -20
COC(=O)c1ccc(NC(=O)COC(=O)CSc2nc(C)cc(C)n2)cc1 | 3 | -8 | 2 | 6 | 3 | -9 | 0 | 2.1 | -15
CCOc1ccc(CCNC(=O)COC(=O)c2cccnc2OCC)cc1OCC | 3 | 0 | 1 | 6 | 0 | -14 | 0 | -0.18 | -3
COc1nc(-c2ccccc2Cl)ccc1C#N | 6 | -23 | 10 | 4 | 5 | -1 | 0 | -0.45 | 2
Cc1ccc(OC(=O)N2CCOCC2)cc1 | -14 | -16 | 1 | 3 | 1 | -9 | 17 | 0.07 | -6
COCCCn1cnc2oc3nc4ccccc4nc3c2c1=O | 4 | -18 | 4 | 11 | 2 | 7 | -7 | 0.55 | -13
O=C(COC(=O)c1cc[n+]([O-])cc1)Nc1ccc2c(c1)OCCO2 | -4 | 38 | -1 | 4 | -2 | 3 | 4 | 1 | -3
Cc1noc(/C=C/c2ccco2)c1S(=O)(=O)N1CCC(C(=O)N2CCc3ccccc32)CC1 | 12 | 0 | 0 | 8 | 2 | -8 | -16 | . | -18
COc1cc(-c2nnc(COC(=O)CSc3cc(C)c4ccccc4n3)o2)cc(OC)c1OC | -2 | -27 | 4 | 9 | 2 | -8 | 0 | 0.88 | -17
O=C(CSc1nnc(CNc2ccc(F)cc2)n1-c1ccccc1)N1CCOCC1 | -17 | 3 | -1 | -4 | 1 | -19 | 18 | -0.21 | -8
CCCS(=O)(=O)c1c(S(=O)(=O)CCC)c2cc(CC)ccn2c1C(=O)OC | 5 | 59 | -6 | 11 | -5 | -5 | -6 | -1.5 | -6
Nc1nc(CSCCO)nc(Nc2ccccc2)n1 | 8 | -6 | -6 | 8 | -1 | 37 | -4 | 0.22 | 8
CC(C)C(NS(=O)(=O)c1ccc2c3c(cccc13)C(=O)N2)C(=O)O (stereo not given) | -8 | 10 | 3 | 2 | -2 | -4 | 8 | . | 17
COc1ccc(CN2CCn3ncc(C(=O)Nc4ccccc4)c3C2=O)cc1 | 23 | . | -4 | 1 | 4 | -12 | -22 | -0.34 | 10
CCn1c(SCC(=O)Nc2ccccc2N2CCCCC2)nc2c1c(=O)n(C)c(=O)n2C | -5 | 14 | 0 | 7 | 0 | -4 | 1 | -0.29 | -18
CC(Sc1c[nH]c2ccccc12)C(=O)O (stereo not given) | 3 | -11 | 5 | 12 | -3 | -17 | -1 | 2.6 | -2
CCOC(=O)CN1C(=O)Nc2ccc(Br)cc2C1c1ccccc1 (stereo not given) | 9 | 16 | 6 | 5 | -7 | -9 | -8 | -1.6 | -4

Complete entries, looked up by structure. Screens in order: PTPN22 inh 2	F-actin modifier	EphB4 antag	Rev-RRE block	FAK inh	PLK1 inh	PTPN22 act	PTK2B oligo ant	Plk1 PBD FP
Listed for CCCS(=O)(=O)c1c(S(=O)(=O)CCC)c2cc(CC)ccn2c1C(=O)OC = 5	59	-6	11	-5	-5	-6	-1.5	-6
Listed for COC(=O)c1ccc(NC(=O)COC(=O)CSc2nc(C)cc(C)n2)cc1 = 3	-8	2	6	3	-9	0	2.1	-15

Additional records follow.
SMILES | PTPN22 inh 2 | F-actin modifier | EphB4 antag | Rev-RRE block | FAK inh | PLK1 inh | PTPN22 act | PTK2B oligo ant | Plk1 PBD FP
Cc1cc(C)n(-c2nc(SCCN(C)C)c3c4c(sc3n2)COC(C)(C)C4)n1 | 0 | -2 | -8 | 4 | -1 | -3 | 5 | 0.39 | -10
COc1ccc(NC(=O)CCC2COc3ccccc3O2)c(OC)c1 (stereo not given) | -1 | 8 | -1 | 12 | 0 | -10 | -1 | 0.08 | 1
O=C(c1ccccc1)N(Cc1ccc(F)cc1)Cc1nc2ccccc2c(=O)[nH]1 | -3 | -1 | -3 | 5 | 1 | -3 | 4 | -1.4 | 10
N#CCCCSc1nnc(CSc2nc3ccccc3s2)n1-c1ccccc1 | 0 | 12 | -3 | 3 | -1 | -2 | -2 | -0.16 | -9
CCOC(=O)N/N=C(/C)c1ccc([N+](=O)[O-])o1 | -2 | 6 | 5 | 9 | 1 | -7 | 3 | 1.9 | -25
COc1ccc2c(c1)[nH]c1c(=O)n(Cc3ccco3)cnc12 | 7 | 16 | 4 | 5 | 9 | -6 | -2 | 0.04 | 17
COC(=O)c1cc(NC(=O)c2ccoc2C)cc(C(=O)OC)c1 | -11 | 1 | 3 | 8 | -3 | 3 | 8 | -0.16 | 1
COc1ccc(C(=O)Nc2ccc(-c3cn4ccsc4n3)cc2)cc1S(=O)(=O)N1CCOCC1 | 2 | 6 | -3 | 4 | 1 | -6 | -3 | -0.32 | 2
CN1CCN(S(=O)(=O)c2ccc3ccccc3c2)CC1 | -2 | 2 | 6 | 7 | -2 | -7 | -1 | . | -17
Cc1c(O)c(CN2CCCCC2)cc2c3c(c(=O)oc12)CCC3 | 0 | -3 | -2 | 3 | 2 | -14 | 1 | -0.43 | 9
CC(=O)Nc1ccc(S(=O)(=O)NCc2ccc(C(=O)NCc3ccc4c(c3)OCO4)cc2)cc1 | 2 | . | -5 | 0 | -3 | -6 | -5 | 0.73 | 2
Cc1cc2oc(=O)cc(COC(=O)Cn3cnnn3)c2cc1C(C)C | -8 | -12 | 1 | 9 | 2 | -21 | 4 | -0.22 | -14
CCCn1c(Cc2ccccc2)nnc1SCC(=O)N1CCOCC1 | 5 | -13 | 1 | 2 | 1 | -12 | -6 | 0.09 | 9
Cn1c(SCC(=O)N2c3ccccc3Sc3ccccc32)nnc1-c1ccco1 | 2 | 8 | 2 | 0 | -7 | 0 | 1 | -0.83 | -10
COc1ccc(S(=O)(=O)N2CCN(C(=O)COc3ccc4c(C)cc(=O)oc4c3)CC2)cc1 | -4 | 0 | -9 | 0 | -4 | -14 | 5 | . | 4
CC(=O)NCC12CC3CC(C1)CC(C(=O)O)(C3)C2 | -4 | 40 | 2 | 5 | -1 | -6 | 2 | 0.77 | -3
CCOc1ccc(-n2nc(C(=O)N3CCN(CC)CC3)c3ccccc3c2=O)cc1 | 9 | -11 | 0 | 7 | -1 | -8 | -11 | 0.11 | -2
CCn1c(/C=C/c2ccccc2)nc2ccccc21 | -4 | -16 | -6 | 3 | 4 | -14 | 6 | -0.57 | 6
O=C(NCCCc1ccccc1)C1CCN(c2nnc(-n3cccc3)s2)CC1 | 2 | 10 | -3 | 2 | -8 | 1 | -4 | . | 25
Cc1ccc2c(c1)nnn2C1CCN(C(=O)C23CC4CC(CC(C4)C2)C3)CC1 | 8 | 12 | -3 | 15 | 5 | -22 | -11 | 0.15 | 6
CC(=O)Nc1ccc(S(=O)(=O)Nc2cc(C)c(-n3nc4ccccc4n3)cc2O)cc1 | 8 | -14 | 2 | -3 | 2 | -13 | -13 | -1.4 | 17
O=S(=O)(N/N=C\C=C\c1ccccc1)c1ccc(Cl)cc1 | 16 | 19 | 3 | -1 | -4 | -14 | -11 | 1.1 | -15
COc1ccc(CCn2c(N3CCOCC3)nc3c2c(=O)[nH]c(=O)n3C)cc1 | 0 | 0 | -4 | 2 | 3 | -1 | 2 | 1 | 2
COc1ccc(C2c3c(n[nH]c3C)CC(C)(O)C2C(C)=O)cc1OC (stereo not given) | -5 | -19 | -5 | 0 | 0 | -7 | 2 | 0.59 | 28
O=c1sc2ccccc2n1COc1ccccc1 | -2 | 22 | -3 | 10 | 1 | 10 | -2 | -0.49 | -5
NC(=O)NC(=O)COC(=O)CCCc1c[nH]c2ccccc12 | 0 | . | 5 | -2 | -4 | -22 | 1 | 2 | -33
COc1ccccc1NC(=O)COC(=O)CNC(=O)c1ccc(OC)c(OC)c1 | 7 | 45 | 0 | 5 | -2 | -6 | -9 | 0.95 | 20
CC1CC(C)CN(CCCNC(=O)c2ccc3c(c2)NC(=O)C(N2CCCCC2)S3)C1 (stereo not given) | -5 | 3 | 0 | 17 | 0 | -7 | 2 | 3.1 | 11
O=C(NCCCN1CCCC1=O)c1nnc(Cc2c(F)cccc2Cl)o1 | -10 | 6 | -3 | 0 | 0 | -2 | 6 | 0.63 | 10
Cn1c(SCC(=O)N2CCOCC2)nnc1-c1cnccn1 | 6 | 2 | -3 | 9 | 2 | -10 | -8 | -0.06 | -2
CCCOC1CCCN(C(=O)c2cc(Cl)c(Cl)cc2C(=O)O)C1 (stereo not given) | -4 | -21 | -9 | 7 | 1 | -13 | 1 | 0.56 | -10
Cc1cc(=O)n2[nH]c(SCc3ccccc3)nc2n1 | -4 | -23 | -3 | 3 | -3 | -6 | 2 | 1 | 12
CC(C)NS(=O)(=O)c1ccc(CCC(=O)NCc2ccc3c(c2)OCO3)cc1 | 9 | -23 | 3 | 3 | 0 | -10 | -8 | 1.6 | -14
O=C(Nc1ccc(Cl)cc1)c1ccncc1 | 11 | -8 | -4 | 5 | 0 | -6 | -7 | -0.02 | 5
CCN(Cc1cc2cc(OC)ccc2[nH]c1=O)C(=O)Cc1ccc(OC)cc1 | -1 | -7 | -2 | -2 | -1 | -6 | 4 | 2.3 | 0
O=C(Cc1ccc(Cl)cc1)Nc1ccc2oc(-c3ccncc3)nc2c1 | -2 | 7 | -8 | 5 | -8 | -20 | -2 | -0.31 | 17
Cc1cccc(OCC(=O)NNC(=O)c2cc3ccccc3oc2=O)c1 | -7 | -2 | 3 | 2 | -2 | -10 | 6 | 0.02 | -40
O=C(OCC(=O)N1CCN(C(=O)c2ccco2)CC1)c1cc(-c2ccc(Cl)c(Cl)c2Cl)nc2ccccc12 | 2 | 2 | 2 | -2 | 35* | -8 | 0 | 0.03 | -24
CCOC(=O)c1sc2nc(SC)nc(-c3ccc(Cl)cc3)c2c1N | -3 | 2 | 7 | 11 | -7 | -16 | 7 | 0.42 | -6
O=C(Cn1ncn2cccc2c1=O)N1CCCCC1 | 7 | -2 | -3 | 3 | -1 | 5 | -8 | 1.1 | 15
O=c1c2ccccc2nc2n1CCCCC2 | 6 | 56 | 0 | 7 | -5 | -4 | -7 | 3.2 | -12
COc1ccccc1-c1cc(C(=O)NCc2ccc(F)cc2)no1 | -3 | 7 | 8 | 10 | 11 | -9 | 1 | -1.2 | 1
O=c1ccc2cc(S(=O)(=O)N3CCN(c4cc(Cl)ccc4Cl)CC3)ccc2o1 | 12 | 7 | 5 | 10 | -2 | -8 | -12 | -2.3 | 5
CCOc1ccc(C2=NNC(c3cccs3)=Nc3ccc(OCC)cc32)cc1 | -2 | 14 | 5 | 4 | 2 | -11 | 1 | . | -27
CCC(=O)NNC(=O)CCC(=O)Nc1ccccc1 | 2 | 8 | -13 | 5 | -2 | -10 | 0 | . | 11
CCOC(=O)C(C)S(=O)(=O)c1ccc(C(F)(F)F)cn1 (stereo not given) | 13 | 8 | 0 | 5 | 3 | -9 | -10 | -0.14 | -27
O=C(CN1C(=O)NC2(CCCC2)C1=O)Nc1cccc(-c2nnc3n2CCCCC3)c1 | 0 | -10 | 0 | 2 | -5 | -3 | 1 | 0.77 | -9
Cc1ccc(C)c(NS(=O)(=O)c2cc(Br)cnc2N)c1 | -19 | -7 | -10 | -1 | -2 | -15 | 15 | -0.4 | 3
